# Bioassay records (PubChem)
# PfHsp40 rescue: compounds rescuing yeast from Plasmodium falciparum HSP40 toxicity; actives 0.68% (n = 340,000); growth rescue, % at 12.5 µM; S. cerevisiae expressing PfHsp40, growth rescue, ATP luminescence; in the data active = growth rescue above about 28%, passing the limit was not always enough; inconclusive = no clear call, values can overlap the other calls;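 note: yeast W303a lacking pdr1 and pdr3 grown in galactose medium; growth measured after three days at 30 °C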
# Anthrax LF prot: anthrax lethal factor protease inhibition; P15917; multiplex microsphere protease cleavage assay, LF; inhibition, % at 10 µM; actives 0.12% (n = 360,000); note: plate controls were buffer without enzyme for full effect and enzyme alone for no effect
# BoNT-F LC inh: inhibitors of Botulinum neurotoxin F light chain protease; Multiplex microsphere protease cleavage assay, flow cytometry; inhibition, % at 10 µM; actives 0.22% (n = 360,000); in the data active = inhibition above about 35%, passing the limit was not always enough; inconclusive = no clear call, values can overlap the other calls; note: plate controls were buffer without enzyme for full effect and enzyme alone for no effect
# Y pestis TopoI: blocks Yersinia pestis topoisomerase I activity | Y. pestis Topo-I cleavage product accumulation, plate reader | activity, % at 10 µM | actives 0.064% (n = 360,000) | AID 504884; in the data active = activity above about 50%, passing the limit was not always enough; inconclusive = no clear call, values can overlap the other calls; note: inactives centre near 2
# FadD28 binding: inhibitors of Mycobacterium tuberculosis FadD28 bisubstrate binding; actives 0.22% (n = 360,000); AID 588549; FadD28 bisubstrate probe binding, fluorescence polarization; inhibition, % at 12.5 µM; in the data active = inhibition above about 8.5%, passing the limit was not always enough; inconclusive = no clear call, values can overlap the other calls
# BoNT A protease: BoNT A light chain protease inhibition; inhibition, % at 10 µM; multiplex microsphere protease substrate cleavage, flow cytometry; actives 0.17% (n = 360,000); AID 588499; note: plate controls were buffer without enzyme for full effect and enzyme alone for no effect
# PrPC TRFRET: inhibitors of human cell surface prion protein PrPC; P04156; TR-FRET read-out; inhibition, % at 13.8 µM; actives 0.43% (n = 370,000); AID 720596; in the data active = inhibition above about 24%; note: 0% = median of the test wells and 100% = reference compound wells
# TcdB GH inh: TcdB glycohydrolase inhibition | P18177 | actives 0.24% (n = 350,000) | inhibition, % at 9.99 µM | TcdB glycohydrolase enzymatic assay, plate reader; in the data active = inhibition above about 10%
# Target sequence (P18177 whole entry, looked up): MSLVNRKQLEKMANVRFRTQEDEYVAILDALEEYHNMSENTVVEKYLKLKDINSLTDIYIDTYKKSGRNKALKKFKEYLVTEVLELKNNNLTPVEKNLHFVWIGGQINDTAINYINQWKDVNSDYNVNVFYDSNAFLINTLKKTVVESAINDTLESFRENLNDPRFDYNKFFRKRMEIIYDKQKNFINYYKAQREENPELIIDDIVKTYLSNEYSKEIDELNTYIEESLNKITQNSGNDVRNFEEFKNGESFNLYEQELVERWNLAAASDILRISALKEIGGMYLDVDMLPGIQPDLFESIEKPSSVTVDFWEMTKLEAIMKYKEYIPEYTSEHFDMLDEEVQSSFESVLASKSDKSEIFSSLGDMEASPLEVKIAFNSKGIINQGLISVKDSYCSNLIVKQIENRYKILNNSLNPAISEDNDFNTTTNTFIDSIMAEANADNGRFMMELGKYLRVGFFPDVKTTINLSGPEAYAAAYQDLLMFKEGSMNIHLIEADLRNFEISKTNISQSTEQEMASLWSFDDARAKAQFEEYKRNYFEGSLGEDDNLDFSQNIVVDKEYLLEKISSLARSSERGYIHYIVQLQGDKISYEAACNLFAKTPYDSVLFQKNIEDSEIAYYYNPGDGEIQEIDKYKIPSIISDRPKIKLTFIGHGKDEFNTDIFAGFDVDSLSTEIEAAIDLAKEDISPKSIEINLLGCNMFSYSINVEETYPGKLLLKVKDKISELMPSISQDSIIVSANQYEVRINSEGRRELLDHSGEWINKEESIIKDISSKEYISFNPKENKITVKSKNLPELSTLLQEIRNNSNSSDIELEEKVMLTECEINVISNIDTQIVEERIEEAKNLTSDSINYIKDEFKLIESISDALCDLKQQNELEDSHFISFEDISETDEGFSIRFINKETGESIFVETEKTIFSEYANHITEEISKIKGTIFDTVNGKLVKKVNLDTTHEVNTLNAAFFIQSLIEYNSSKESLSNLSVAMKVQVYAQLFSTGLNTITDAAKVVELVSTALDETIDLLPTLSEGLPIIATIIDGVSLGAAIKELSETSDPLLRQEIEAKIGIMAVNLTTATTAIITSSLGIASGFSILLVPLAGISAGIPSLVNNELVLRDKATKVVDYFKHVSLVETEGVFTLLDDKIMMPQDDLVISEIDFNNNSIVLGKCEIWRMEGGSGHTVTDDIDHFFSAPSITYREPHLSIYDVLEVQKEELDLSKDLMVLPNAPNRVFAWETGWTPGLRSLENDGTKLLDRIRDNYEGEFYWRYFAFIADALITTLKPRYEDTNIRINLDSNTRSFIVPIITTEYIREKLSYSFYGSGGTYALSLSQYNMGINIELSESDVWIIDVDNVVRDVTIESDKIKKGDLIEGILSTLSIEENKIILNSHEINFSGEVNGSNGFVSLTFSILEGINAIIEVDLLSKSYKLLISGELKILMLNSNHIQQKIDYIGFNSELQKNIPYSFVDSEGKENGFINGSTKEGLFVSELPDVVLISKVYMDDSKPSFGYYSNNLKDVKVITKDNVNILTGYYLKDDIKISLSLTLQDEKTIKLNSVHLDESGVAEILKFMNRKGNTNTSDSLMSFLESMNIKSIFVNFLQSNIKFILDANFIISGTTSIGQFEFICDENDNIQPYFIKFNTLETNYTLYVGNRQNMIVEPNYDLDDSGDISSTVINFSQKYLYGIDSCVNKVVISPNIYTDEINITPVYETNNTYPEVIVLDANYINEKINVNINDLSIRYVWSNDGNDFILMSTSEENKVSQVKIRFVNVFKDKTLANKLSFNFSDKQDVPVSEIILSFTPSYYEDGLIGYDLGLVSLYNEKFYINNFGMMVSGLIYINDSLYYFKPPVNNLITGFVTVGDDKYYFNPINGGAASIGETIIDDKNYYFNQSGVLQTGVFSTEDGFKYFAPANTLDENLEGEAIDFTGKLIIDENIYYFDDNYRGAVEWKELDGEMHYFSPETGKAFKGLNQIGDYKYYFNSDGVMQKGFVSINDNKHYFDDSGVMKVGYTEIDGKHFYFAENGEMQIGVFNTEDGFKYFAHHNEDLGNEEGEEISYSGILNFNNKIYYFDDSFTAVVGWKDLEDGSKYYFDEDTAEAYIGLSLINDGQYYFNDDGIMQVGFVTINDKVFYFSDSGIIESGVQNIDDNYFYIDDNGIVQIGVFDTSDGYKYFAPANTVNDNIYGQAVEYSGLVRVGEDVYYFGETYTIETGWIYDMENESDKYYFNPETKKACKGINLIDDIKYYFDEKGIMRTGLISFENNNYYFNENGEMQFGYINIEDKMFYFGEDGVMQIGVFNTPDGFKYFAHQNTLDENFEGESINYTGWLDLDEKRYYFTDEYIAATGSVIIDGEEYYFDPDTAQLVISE
# CCHF vOTU inh: blocks the CCHF virus ovarian tumor domain protease. CCHFV vOTU protease, Pep-AMC fluorescence. inhibition, % at 11.5 µM. actives 0.55% (n = 370,000); in the data active = inhibition above about 30%; note: 0% = vehicle wells with enzyme and 100% = no enzyme wells
# * hit, by the source's call; u = inconclusive; x = no result given; & = joins results of further samples. Cut-off read from the data, not from the text of the source, unless noted: active = inhibition above about 30%; inconclusive = no clear call, values can overlap the other calls; inactive = below that.
SMILES,PfHsp40 rescue,Anthrax LF prot,BoNT-F LC inh,Y pestis TopoI,FadD28 binding,BoNT A protease,PrPC TRFRET,TcdB GH inh,CCHF vOTU inh
O=C(c1cc2n(n1)C(C(F)(F)F)CC(c1ccc(Cl)cc1)N2)N1CCCC1 (stereo not given),0.6,13,1,12,-1.7,0.6,-2,x,-7
COc1cc(/C=C/C(=O)OCC(=O)Nc2ccc(Cl)cn2)ccc1O,1.1,1,9,0,-2.1,0.3,-6,4.1,6
CC(NC(=O)c1ccco1)C(=O)Nc1nc(-c2ccccn2)cs1 (stereo not given),-0.2,-3,-2,2,-4.5,-0.4,0,x,-6
CC(=O)Nc1ccc(NS(C)(=O)=O)cc1,-1.3,-6,-9,1,-3.9,0.0,-2,x,-30
C=CCSc1nc2sc3c(c2c(=O)[nH]1)CC(C)(C)OC3,-0.7,15,21,-8,-1.4,-1.7,3,0.0,-5
Cc1cccc(NC(=O)CSCC(=O)N2CCN(C(=O)c3ccco3)CC2)c1,-0.4,2,4,-1,-3.0,-3.7,6,0.8,-3
CC(C)c1ccc(-c2nn(-c3ccccc3)cc2C(=O)NCC2CCCO2)cc1 (stereo not given),0.9,-4,-8,14,-1.2,-2.5,2,-0.3,23
CCCCC1=CC2=C(c3ccco3)C(=O)C(C)(OC(=O)c3ccc(OC)cc3)C(=O)C2=CN1c1ccccc1 (stereo not given),-0.7,-14,-14,5,-1.4,0.0,x,x,x
O=C(NNC(=O)c1ccc(Cl)nc1)c1ccncc1,-1.3,4,-3,2,0.9,-4.7,-3,2.1,-8
CCSc1nnc(CNC(=O)C23CC4CC(CC(C4)C2)C3)n1Cc1ccccc1,1.3,0,-5,20,-0.6,0.2,-6,1.5,8
COc1ccc(NC(=O)C2C3CCC(O3)C2C(=O)O)cc1OC (stereo not given),1.1,5,-4,-7,-1.7,-4.4,-6,0.1,7
O=C(Cc1cccs1)N(Cc1cccs1)C1(C(=O)NC2CCCCC2)CCCCC1,-0.2,2,-7,2,-1.9,-1.0,2,x,-3
O=C(c1ccc(Cl)cc1Cl)N1CCc2ccccc21,-0.7,2,-53,4,-4.8,-4.6,-4,1.7,-4
Cc1cnc(C(=O)NCCc2ccc(Cl)cc2)cn1,0.4,0,2,11,x,-2.0,1,-0.4,3
CCOC(=O)C(C(=O)OCC)[C@@H]1CS(=O)(=O)C[C@H]1C(C(=O)OCC)C(=O)OCC,1.6,8,6,-7,-0.4,-0.3,-6,x,1
CC(=O)Nc1ccc(NC(=O)CSc2nnc(C)c(=O)[nH]2)cc1,-1.1,-1,-1,-1,-2.4,0.4,-3,1.1,9
O=C(NCc1ccccc1)NS(=O)(=O)c1ccccc1Cl,-0.4,-4,-4,-1,-2.0,-0.6,-3,2.2,-3
O=C(CCC(=O)OCc1ccc(C(=O)Oc2ccc(Cl)cc2)cc1)Nc1ccccc1,-1.5,-2,-12,-3,-2.2,0.2,7,x,17
Cc1cc(C(=O)N2CCN(c3ccccn3)CC2)c(C)o1,1.4,0,-3,11,-2.5,-2.6,-3,1.1,11
CC[C@]1(C(=O)OC)[C@H]2C(=O)N(C)C(=O)[C@H]2[C@H]2CN=C(SCc3ccc(C(=O)OC)cc3)N21,-0.8,0,-9,1,0.9,0.3,-1,1.3,0
COc1cc(CN2CCN(C(=O)CC(C)C)CC2)c([N+](=O)[O-])cc1OC,-0.7,2,-43,-2,-1.2,-3.5,1,-10,-5
COc1ccccc1C1C([N+](=O)[O-])=CC([N+](=O)[O-])=CN1C (stereo not given),0.2,2,2,-3,-0.5,2.6,-2,1.3,5
CCn1cc(-c2ccnc3cc(C(=O)O)nn23)c(C)n1,-0.4,0,-5,6,-1.1,-0.2,-2,0.7,-96
O=C(CNC(=O)c1ccc(Br)cc1)NC1=NCCS1,-1.0,5,6,-1,-2.5,-4.3,2,-5.1,10
CC(=O)N1CC=CC1(C)C(=O)O (stereo not given),-1.5,-7,-1,9,0.3,-0.3,0,0.4,12
Cc1nn(C(C)(C)C)c(OC(=O)c2cccs2)c1S(=O)(=O)c1ccccc1,67*,-5,16,9,-0.5,-1.6,-4,x,-1
COCC(=O)N1CCC(Oc2ccc(C(=O)NCCCC3CCCC3)cc2)CC1,11,1,-8,35,-2.9,-1.5,-2,-3.0,20
CCCCSc1cc(C)nc2ncnn12,1.4,1,0,3,-2.1,0.9,2,x,5
Cc1ccc2c(c1)C(C)CC(C)(C)N2C(=O)CN1CCN(C)CC1 (stereo not given),0.5,0,-10,2,-0.7,0.2,-8,0.8,9
Cc1cc(NC(=O)CSc2ccc(-c3ccc(Br)cc3)nn2)no1,-0.2,1,7,5,x,2.2,4,-1.2,12
O=C(c1cccc(Cl)c1Cl)N1CCN(c2ccccn2)CC1,0.9,-2,-1,10,0.8,u,3,x,0
COc1cc(/C=C/C(=O)OCC(=O)Nc2ccc3c(c2)OCO3)ccc1O,0.7,-3,-8,-6,-0.6,0.0,-5,3.8,-1
COc1ccc(CN2[C@@H](CC(C)=O)c3cc(C(F)(F)F)ccc3S2(=O)=O)cc1,0.4,0,-8,5,-3.1,0.1,4,x,-3
CC1(C)O[C@@H]2[C@H](O1)[C@@H](CO)O[C@H]2n1cc(Br)c(=O)[nH]c1=O,1.5,2,6,-2,-2.0,1.0,8,-6.9,12
CCOC(=O)c1[nH]c(=O)[nH]c1CN(Cc1ccco1)Cc1[nH]c(=O)[nH]c1C(=O)OCC,0.5,1,-6,-14,-3.8,-0.3,1,1.2,0
O=C(COc1ccccc1)Nc1cc(C(F)(F)F)ccc1N1CCCC1,0.6,-4,11,-9,-0.2,-0.7,1,x,6
O=C(Nc1cccc(S(=O)(=O)N2CCCCC2)c1)C1CCC1,0.8,-1,1,-6,0.5,-3.3,11,1.9,0
COc1ccc(OC)c2[nH]c(=O)c(CCNC(=O)C(=O)c3c(C)[nH]c4ccccc34)cc12,0.0,0,0,6,-2.1,-0.1,-8,1.2,-9
O=[N+]([O-])c1ccc(Cl)c(S(=O)(=O)Nc2cccc(-c3ccc(N4CCOCC4)nn3)c2)c1,0.2,-1,4,7,-2.3,0.5,-24,2.1,-1
C[C@H](NC(=O)c1nc[nH]c1C(=O)NCc1ccccc1)C(=O)OC(C)(C)C,0.3,2,-3,-1,-3.0,-0.3,3,1.7,9

# Three entries from above, set out differently.
Structure	PfHsp40 rescue	Anthrax LF prot	BoNT-F LC inh	Y pestis TopoI	FadD28 binding	BoNT A protease	PrPC TRFRET	TcdB GH inh	CCHF vOTU inh
COc1ccc(CN2[C@@H](CC(C)=O)c3cc(C(F)(F)F)ccc3S2(=O)=O)cc1	0.4	0	-8	5	-3.1	0.1	4	x	-3
O=[N+]([O-])c1ccc(Cl)c(S(=O)(=O)Nc2cccc(-c3ccc(N4CCOCC4)nn3)c2)c1	0.2	-1	4	7	-2.3	0.5	-24	2.1	-1
O=C(COc1ccccc1)Nc1cc(C(F)(F)F)ccc1N1CCCC1	0.6	-4	11	-9	-0.2	-0.7	1	x	6

# Next section:
SMILES,PfHsp40 rescue,Anthrax LF prot,BoNT-F LC inh,Y pestis TopoI,FadD28 binding,BoNT A protease,PrPC TRFRET,TcdB GH inh,CCHF vOTU inh
NC(=O)COC(=O)c1ccc2c(c1)S(=O)(=O)c1ccccc1C2=O,-0.7,4,20,-4,-1.1,1.7,-33,2.0,-3
COc1ccc(Cl)cc1NC(=O)CSc1nnc(C2CC2)n1N,-1.3,2,-7,-2,-4.0,-1.9,-6,1.7,-8
O=C(C[n+]1ccc(C(=O)N/N=C/c2ccc(Cl)cc2Cl)cc1)c1ccccc1,1.5,-7,-20,-23,-5.7,0.0,4,x,12
COc1ccc(OC)c(N(CC(=O)N2CCC(C)CC2)S(=O)(=O)c2ccccc2)c1,0.0,-7,0,20,-2.5,u,1,x,-5
CN(C)c1cccc(CNC(=O)c2csc([C@@H]3C[C@H](O)[C@@H](CO)O3)n2)c1,x,2,-11,4,0.7,-0.9,1,-9.3,11
COc1cc(-c2noc(C)c2/C=C/c2cccc([N+](=O)[O-])c2)cc(OC)c1OC,-0.5,1,-2,33,-0.9,0.0,9,3.4,-2
O=S1(=O)CCOCCCN1Cc1ccccc1F,-0.5,-4,0,-13,-1.7,-0.9,-2,-1.0,-1
Cc1cccc(-c2nc(CS(=O)CC(=O)NCCc3ccccc3)c(C)o2)c1 (stereo not given),0.9,-1,-19,13,-4.1,-4.1,-1,0.3,-3
Cn1cc([N+](=O)[O-])c(C(=O)Nc2ccc3c(C(F)(F)F)cc(=O)oc3c2)n1,-1.7,-3,-6,-1,-4.3,-3.4,-16,1.0,-1
CCc1ccc(N2CN(Cc3ccco3)CNC2=S)cc1,1.0,-4,-8,-4,0.4,-4.6,-3,-0.8,-4
COc1cc(Cl)c(C)cc1NC(=O)CN(C)Cc1cccc(OC)c1OC,1.6,-1,4,17,-1.1,-0.5,6,0.4,11
Cc1ccccc1NC(=O)C(C)N1C(=O)c2ccccc2C1=O (stereo not given),-0.3,8,-16,-8,-0.2,-4.6,5,-0.3,-5
CN(C)CC(=O)Nc1ccc2c(c1)[C@H]1C[C@H](CC(=O)NCc3ccc4c(c3)OCO4)O[C@H](CO)[C@H]1O2,x,-7,-2,-3,-1.0,-0.1,-1,1.1&-0.3,23
O=C(Nc1c(-c2ccccc2)nc2c(Br)cc(Br)cn12)c1ccco1,-0.6,-4,-3,3,0.4,-0.7,7,x,-9
COc1ccc(OC)c(S(=O)(=O)NC2CCCCNC2=O)c1 (stereo not given),-0.6,-12,2,-15,-1.4,4.1,2,0.3,-15
CCN1C(=NCCOC)N[C@@H](c2cccc(C(F)(F)F)c2)C(C(=O)OC)=C1C,-0.5,0,-5,-13,-3.5,-0.1,-7,1.0,8
O=C(CSc1nnc(-c2cccc(S(=O)(=O)N3CCCCC3)c2)o1)c1ccc[nH]1,-1.1,0,u,19,-4.7,1.7,3,x,9
O=C(c1cc(C2CC2)on1)N1CCN(c2ccc(F)cc2)CC1,-0.3,1,7,13,-1.2,0.4,-3,0.4,-2
OC(COCc1ccccc1F)CN1CCCCC1 (stereo not given),-1.1,6,u,-2,-1.5,3.0,1,0.8,-3
C(=NNc1nnn(Cc2ccccc2)n1)c1ccccc1,x,-5,-4,17,-1.5,-0.6,-3,1.3,16

# Arranged by molecular weight (high to low): 3 of the compounds above.
SMILES,PfHsp40 rescue,Anthrax LF prot,BoNT-F LC inh,Y pestis TopoI,FadD28 binding,BoNT A protease,PrPC TRFRET,TcdB GH inh,CCHF vOTU inh
O=C(Nc1c(-c2ccccc2)nc2c(Br)cc(Br)cn12)c1ccco1,-0.6,-4,-3,3,0.4,-0.7,7,x,-9
COc1ccc(OC)c(S(=O)(=O)NC2CCCCNC2=O)c1 (stereo not given),-0.6,-12,2,-15,-1.4,4.1,2,0.3,-15
C(=NNc1nnn(Cc2ccccc2)n1)c1ccccc1,x,-5,-4,17,-1.5,-0.6,-3,1.3,16

# New compounds follow
SMILES,PfHsp40 rescue,Anthrax LF prot,BoNT-F LC inh,Y pestis TopoI,FadD28 binding,BoNT A protease,PrPC TRFRET,TcdB GH inh,CCHF vOTU inh
O=C(COC(=O)c1ccccc1)NCCCCc1ccccc1,x,-6,0,11,-3.9,-0.2,2,-0.5,2
COc1ccccc1CNC(=O)COC(=O)c1cc(S(=O)(=O)N2CCOCC2)ccc1Cl,-1.0,0,0,19,-1.2,0.4,2,0.9,1
O=C(/C=C/c1ccco1)Nc1nnc(-c2ccco2)s1,-0.1,-2,4,6,-1.4,0.5,6,-0.9,0
CCOC(=O)C(C)Oc1ccc(NC(=O)C(Cl)Cl)cc1 (stereo not given),0.1,-3,-3,-1,-1.6,0.6,-3,0.7,1
Cc1ccccc1OC(=O)c1cccnc1,-0.2,8,u,0,-3.6,3.8,-6,0.6,-2
O=C(COC(=O)c1cc(S(=O)(=O)N2CCOCC2)ccc1F)NC1CC1,1.4,7,4,-9,-0.7,0.7,4,-0.3,5
CC(=O)N1CCN(C(=O)CNc2cc(C(F)(F)F)ccc2OCC(F)(F)F)CC1,0.4,-10,7,-2,-0.7,0.2,0,0.1,8
O=C(c1ccc(N2CCCCS2(=O)=O)cc1)N1CCN(c2ccc(N3CCOCC3)nn2)CC1,-0.7,-3,-1,8,-1.7,-0.7,-10,0.0,-36
Cc1ccc(CCNC(=O)CCNS(=O)(=O)c2ccc3c(c2)oc(=O)n3C)cc1,1.3,-4,-3,5,-2.4,0.1,6,x,10
O=S(=O)(NCC1CCCO1)c1ccccc1F (stereo not given),0.4,13,-7,5,-5.3,2.0,-3,0.4,2
